OX1R antag-1: antagonists of human orexin 1 receptor (OX1R); Orexin/Hypocretin receptor type 1 (Homo sapiens), O43613; OX1R-expressing cells, FRET antagonist read-out; inhibition, % at 6.6 µM; hit rate 1.8% among 330,000; AID 485270, 2010; in the data active = inhibition mostly above about 38%, no sharp cut-off; inactive = mostly below about 40%;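 also: 0% = agonist challenge alone and 100% = reference antagonist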
Target sequence (O43613 whole entry, looked up): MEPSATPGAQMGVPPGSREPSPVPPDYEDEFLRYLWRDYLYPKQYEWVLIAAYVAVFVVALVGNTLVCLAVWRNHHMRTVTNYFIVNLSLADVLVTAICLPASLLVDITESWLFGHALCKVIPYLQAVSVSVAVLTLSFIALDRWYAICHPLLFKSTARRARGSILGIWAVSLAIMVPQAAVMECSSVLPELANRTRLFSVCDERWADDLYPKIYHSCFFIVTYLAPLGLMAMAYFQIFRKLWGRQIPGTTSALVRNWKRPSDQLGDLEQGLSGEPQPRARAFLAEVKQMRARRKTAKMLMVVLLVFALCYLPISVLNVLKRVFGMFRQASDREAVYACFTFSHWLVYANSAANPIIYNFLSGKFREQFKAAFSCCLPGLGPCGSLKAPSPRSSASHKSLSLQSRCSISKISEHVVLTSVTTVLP
OX1R antag-2: OX1R (HCRTR1) antagonists, primary screen, fluorescence, CHO/OX1R cells, Fluo-8 calcium, orexin A; Fluo-8 calcium fluorescence; inhibition, % at 5 µM; hit rate 0.43% among 330,000; AID 434989, 2010;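 active = inhibition above its plate's threshold, mean inhibition of all tested compounds on the plate plus 3 SD, cut at about 37% in these data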;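 also: 0% = orexin A challenge wells and 100% = SB-334867-A antagonist wells; not every result past the cut was called active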
The depositor's hits bear a star.

SMILES	OX1R antag-1	OX1R antag-2
COc1ccccc1S(=O)(=O)N1CCC(C(=O)O)(c2ccccc2)CC1	14	-6
CCOC(=O)C1(CCc2ccccc2)CCN(C(=O)C2CCOCC2)CC1	14	-16
Cc1cccc2cc(C#N)c(SCC#N)nc12	5	-7
COCCn1c(SCc2ccc(F)cc2)nc2ccccc2c1=O	26	-24
COc1cc(O)c(CCO)c2c1C(=O)C[C@@H](C)O2	6	-2
CSc1nn(-c2ccc(C(=O)OC(C(=O)NC(N)=O)C(C)C)cc2)c(=S)s1 (centres undefined)	14	-31
COCCNC(=O)C(c1ccc(C)cc1)N(C(=O)C(=O)NC1CCCC1)c1ccc2c(c1)OCCO2 (centres undefined)	7	-24
Cc1ccc(S(=O)(=O)NC(C)(C)CSc2nnc(N)s2)cc1	25	-26
CCOCc1cc(CN2CCCC(CNC(=O)c3ccco3)C2)ccc1OC (centres undefined)	9	-8
Cc1ccc2c(c1)C(=O)N1[C@H]3c4cc(Br)ccc4OC[C@@H]3[C@H](c3ccccc3)[C@]1(C)C(=O)N2	6	-11
COc1ccc(NC(=O)C2C3C=CC4(O3)C2C(=O)N(CCN2CCCCC2C)C4C(=O)NC2CCCCC2)cc1 (centres undefined)	-1	-1
CCCc1nc2ccccc2c(C(=O)OCc2nnc(-c3cc(OC)c(OC)c(OC)c3)o2)c1CC	17	-19
Cc1cc(NC(=O)c2ccc([N+](=O)[O-])cc2)n(C)n1	35	-10
CCC(C)(C#CCN1CCCCC1)OC(C)=O (centres undefined)	16	-7
Cc1ccc(C(=O)Cn2cncn2)cc1	16	-15
COc1ccc(/C(C)=N/Nc2nncc3ccccc23)cc1	13	-27
Cc1cc(N/N=C/c2ccc(N(C)C)cc2)nc(NCc2ccccc2)n1	9	-15
COc1ccc(C(=O)Nc2ccc(S(=O)(=O)NC(C)=O)cc2)cc1	6	15
O=C1CCc2cc(S(=O)(=O)N3CCC(C(=O)NCc4ccccn4)CC3)ccc2N1	8	-8
O=C(CN(Cc1ccccc1F)S(=O)(=O)c1ccc(Cl)cc1)NCCC1=CCCCC1	10	-41
Cc1ccc(C(=O)NCCNC(=O)c2ccccn2)cc1	17	3
CCc1nc(N2CCCCC2)c2oc3ccccc3c2n1	14	-34
O=C(COC(=O)Cn1[nH]c(=O)c2ccccc2c1=O)Nc1ccc2c(c1)OCO2	1	-12
CO[C@@H]1[C@@H](OC(N)=O)[C@@H](O)C(Oc2ccc3c(O)c(NC(=O)c4ccc(O)c(CC=C(C)C)c4)c(=O)oc3c2C)OC1(C)C (some centres undefined)	9	1
COc1ccc(-c2cc(C(=O)NNC(=S)NC(=O)c3c(-c4ccccc4)noc3C)[nH]n2)cc1	10	-11

Reformatted with each value named: part of the list above
COc1ccc(/C(C)=N/Nc2nncc3ccccc23)cc1
  OX1R antag-1 = 13	OX1R antag-2 = -27
Cc1cc(N/N=C/c2ccc(N(C)C)cc2)nc(NCc2ccccc2)n1
  OX1R antag-1 = 9	OX1R antag-2 = -15
COc1ccc(C(=O)Nc2ccc(S(=O)(=O)NC(C)=O)cc2)cc1
  OX1R antag-1 = 6	OX1R antag-2 = 15

Entries of single compounds as entered above. Order of values: OX1R antag-1	OX1R antag-2
O=C(COC(=O)Cn1[nH]c(=O)c2ccccc2c1=O)Nc1ccc2c(c1)OCO2 is entered as 1	-12
Cc1ccc2c(c1)C(=O)N1[C@H]3c4cc(Br)ccc4OC[C@@H]3[C@H](c3ccccc3)[C@]1(C)C(=O)N2 is entered as 6	-11

Later entries:
SMILES	OX1R antag-1	OX1R antag-2
CCC(Sc1nc(N)cc(=O)[nH]1)C(=O)Nc1cc(C)on1 (centres undefined)	19	9
O=C(Nc1ccncc1)c1c(F)cccc1F	-1	-32
COC(=O)c1c(-c2ccc(OC)cc2)sc2ccc(OC)cc12	14	-30
Cc1cc(NCc2ccco2)nc2cc(O)ccc12	12	-18
O=C(NC1=NC2CCCCC2N1)c1ccccc1 (centres undefined)	35	-1
C=CCNC(=O)Cn1nc(-c2ccccc2)ccc1=O	28	-14
Cc1ccc(S(=O)(=O)CC(C)N2CCOCC2)c(S(=O)(=O)CC(C)N2CCOCC2)c1 (centres undefined)	8	-17
COc1ccc(CC(=O)NCC2(c3ccc(OC)c(OC)c3)CCOCC2)cc1	7	0
O=C(O)C1CCCN1C(=O)Nc1ccccc1 (centres undefined)	12	4
CC1CCCC(C)N1C(=O)COC(=O)Cc1ccc(F)cc1 (centres undefined)	11	-21
CCOC(=O)[C@H]1[C@H]2COc3ccc(C)cc3[C@@H]2N2C(=O)CN(Cc3ccccc3)C(=O)[C@@]12C	18	-26
CN1C(=O)/C(=C/c2ccccc2Cl)Sc2ccc(C(=O)NCc3cccnc3)cc21	21	-12
CCOC(=O)c1[nH]c2ccccc2c1CCCN1C(=O)c2ccccc2C1=O	24	-11
C[C@H](CO)N1C[C@H](C)[C@@H](CN(C)C(=O)Nc2ccc(C(F)(F)F)cc2)Oc2c(NS(=O)(=O)c3cn(C)cn3)cccc2C1=O	6	-10
Nc1nc2ccc([N+](=O)[O-])c(N)c2s1	37	-19
CCOC(=O)N1CCN(CC(=O)Nc2cc3c(cc2C(C)=O)OCO3)CC1	7	2
COc1ccc(C2=NN(c3nc4ccccc4s3)C(=O)C2)cc1	21	1
COc1ccc(N2CCN(C(=O)CSc3ncnc4c3cnn4-c3ccccc3C)CC2)cc1	29	-17
CCOc1ccc(-c2c(C(=O)N/N=C/c3ccsc3)nnn2-c2nonc2N)cc1	8	-53
CCNC(=O)COC(=O)CCC(=O)c1cccs1	16	-2
CC(=O)Nc1nc(=S)ss1	1	7
O=C1c2ccccc2C(O)(Cc2ccccc2)N1c1ccc2c(c1)OCO2 (centres undefined)	17	7
COC(OC)c1ccnc(SCc2ccccc2Cl)n1	6	-19
CCCCOC(=O)C(C)Nc1n[nH]c(=S)[nH]c1=O (centres undefined)	7	-25
COc1ccc(-c2nnc(SCC(=O)N3CCCCC3)o2)cc1	15	-28
The results go on:
SMILES	OX1R antag-1	OX1R antag-2
C=CCn1c(SCC(=O)NC(=O)NCc2ccco2)nc2sc(C)c(C)c2c1=O	3	-10
CC(C)CN(CC(C)C)c1nnc(NC(=O)Cn2c(=O)oc3ccccc32)s1	-1	-31
Cc1cccc(NS(=O)(=O)c2nnc(NC(=O)c3cccc(C)c3)s2)c1	63*	17
CCCCCC(=O)NC(Nc1ccc(S(N)(=O)=O)cc1)C(Cl)(Cl)Cl (centres undefined)	7	-17
COc1ccccc1N(CC(=O)Nc1c(C)cccc1C)S(C)(=O)=O	7	-11
COc1ccccc1Cn1c(=S)[nH]c2ccc(Br)cc2c1=O	-1	-20
COc1cc(CNc2ccc(CNc3ncn[nH]3)cc2)ccc1OCc1ccccc1	12	-3
CN1C(=O)C(C)(C)c2cc(S(=O)(=O)NCc3ccc(Cl)cc3)ccc21	8	-8
CC(OC(=O)c1ccco1)C(=O)Nc1nc(-c2ccccc2)cs1 (centres undefined)	13	-13
Cc1ccc(Cl)cc1NC(=O)c1cc(NC(=O)CCCC(=O)O)ccc1N1CCCCC1	19	-13
Cc1ccc(N2CCN(CCCN3C(=O)C4CCCN4C3=O)CC2)cc1 (centres undefined)	7	-11
O=C(CN1CCN(Cc2ccccc2)CC1)N/N=C/c1ccco1	7	-6
COc1ccc(OC)c(S(=O)(=O)N2CCCC(C(=O)NCCc3ccccc3)C2)c1 (centres undefined)	13	-13
CC(=O)c1cc2c(cc1NS(=O)(=O)c1ccccc1Br)OCO2	17	-19
CN(C)/C=C/c1[nH]c(=O)[nH]c(=O)c1[N+](=O)[O-]	19	-13
CC[C@]12c3[nH]c4ccccc4c3CCN1C(=O)C(CC(=O)NCC13CC4CC(CC(C4)C1)C3)C[C@@H]2C(=O)N1CCN(C(=O)C2CC2)CC1 (some centres undefined)	1	-15
O=C(NCCCCc1ccccc1)c1ccccc1	18	-10
COCc1ccc(CN2CCCCC2C(=O)Nc2ccc(Oc3ccccc3)nc2)o1 (centres undefined)	11	-30
COc1cc2c(C(=O)N3CCN(C)CC3)c(CSc3ccccc3)n(C)c2cc1Br	28	-24
COc1ccc(C(=O)N2CCC(C(=O)Nc3cccc(C)c3)CC2)cc1OC	10	-1
CSC1=N/C(=C/c2cccnc2)C(=O)N1Cc1ccccc1	3	-13
Cc1cccc(-n2c(SCC(=O)N(C)C3CCS(=O)(=O)C3)nc3ccccc3c2=O)c1C (centres undefined)	-3	-20
CC(C1CC1)N(C(=O)c1ccccc1O)c1ccccc1 (centres undefined)	23	-9
Nc1c2c(nc3ccccc13)CSCC2	37	2
Cc1ccc(NC2=CC(=O)CC(C)(C)C2)cc1F	0	-13
(more compounds)
SMILES	OX1R antag-1	OX1R antag-2
CSc1ccccc1NC(=O)Cn1ccsc1=N	23	-12
O=C(NC1CC1)c1sc2cc(Cl)ccc2c1Cl	10	-27
Cc1c(Cc2ccccc2)c(=O)oc2cc(OCC(=O)N3CCC(C(=O)O)CC3)ccc12	2	-6
COCc1cc(C)nc(SCC(=O)Oc2ccccc2)c1C#N	19	-31
Cc1ccc(C(C)C)c(OCCNCc2ccccc2)c1	26	-25
CCOc1ccc(-c2[nH]ncc2Oc2cccc(OC)c2)c(O)c1	14	22
Cc1ccnc(NS(=O)(=O)c2ccc(NC(=O)C3CCCCC3)cc2)n1	6	-25
COC(=O)c1cc(-c2ccc3c(c2)OCO3)nc2ccccc12	53	-40
O=C(Nc1cc(Cl)ccc1O)C1CCCO1 (centres undefined)	31	-1
Nc1ccc2c(c1)CC(=O)c1ccccc1S2	9	-12
CCC(Sc1nc2sc(C(=O)OC)c(C)c2c(=O)n1N)C(=O)NCC1CCCO1 (centres undefined)	4	-22
COc1ccc(COC(=O)N/N=C(\C)CC(=O)Nc2ccc(Cl)cn2)cc1	6	-33
CC(=O)OCC(=O)[C@@]1(O)CC[C@H]2[C@@H]3CCC4=CC(=O)C=C[C@]4(C)[C@@]3(Cl)[C@@H](Cl)C[C@@]21C	9	-21
Cn1ccnc1SCC(=O)c1cccc(Br)c1	7	-16
CC1(C)CC(=O)c2c(oc3ccc(NS(=O)(=O)c4cccc5cccnc45)cc23)C1	10	-6
O=C(NC1CCCC1)C(=O)N(Cc1cccnc1)C(C(=O)NCc1ccco1)c1ccccc1F (centres undefined)	28	-22
O=C(C1CCCO1)N1CCN(S(=O)(=O)c2ccc(F)cc2)CC1 (centres undefined)	0	-14
COc1ccc(-n2c(SCC(=O)NCC3CCCO3)nc3n[nH]c(C)c3c2=N)cc1 (centres undefined)	13	-18
CN(C)c1nc(SCC#N)nc(N(C)C)n1	4	-6
C[C@@H]1NC(=O)c2cc([N+](=O)[O-])cc(I)c2OCC[C@@H](C(=O)NC(CC(=O)O)C(N)=O)NC(=O)[C@H](CCC(=O)O)NC1=O (some centres undefined)	62*	-2
CN1c2ccccc2C(C)(C)C12CC(c1cccc(S(=O)(=O)N3CCCC3)c1)=NO2 (centres undefined)	-7	-5
Cc1nc2sccn2c(=O)c1S(=O)(=O)Nc1cccc(Cl)c1C	-1	-8
CCN1C=CC(=C2C(=O)c3ccccc3C2=O)C=C1	33	-5
O=C(OCc1ccccc1)Oc1cncc(C(=O)O)c1	4	-1
O=C(NCc1cccs1)C1CCN(S(=O)(=O)c2ccc(Br)s2)CC1	0	-11
Carrying on:
SMILES	OX1R antag-1	OX1R antag-2
O=c1[nH]c2ccccc2c2cn(-c3ccccc3)nc12	28	-11
CCc1ccc(N2CC(C(=O)Nc3nc4ccc(S(C)(=O)=O)cc4s3)CC2=O)cc1 (centres undefined)	7	-19
Cc1nc2cc(NC(=O)Nc3nccs3)ccc2n1C	8	2
CSc1nc(C)cc(Oc2ccc(=O)n(C)n2)n1	19	-13
O=C(NCCCN1CCOCC1)c1cccc(S(=O)(=O)Nc2cc(Cl)ccc2Cl)c1	13	-6
CN(c1ccc(C(=O)Nc2ccc(S(=O)(=O)N3CCCC3)cc2)cc1)S(C)(=O)=O	16	-1
COc1ccc(-c2nc(N3CCCCCC3)sc2C(=O)c2ccccc2)cc1	39	56*
CCCCn1c(N)c(N(CC)C(=O)c2cc(C)cc(C)c2)c(=O)[nH]c1=O	12	-5
CCOc1ccc(S(=O)(=O)N2CCC(c3ccccc3)CC2)cc1C(=O)O	17	-5

Reprinted at random: 4 compounds from above.
SMILES	OX1R antag-1	OX1R antag-2
CSc1nc(C)cc(Oc2ccc(=O)n(C)n2)n1	19	-13
COc1ccc(-c2nc(N3CCCCCC3)sc2C(=O)c2ccccc2)cc1	39	56*
O=C(NCCCN1CCOCC1)c1cccc(S(=O)(=O)Nc2cc(Cl)ccc2Cl)c1	13	-6
CCc1ccc(N2CC(C(=O)Nc3nc4ccc(S(C)(=O)=O)cc4s3)CC2=O)cc1 (centres undefined)	7	-19

Screening results deposited in PubChem BioAssay by The Scripps Research Institute Molecular Screening Center.
